# Screening data: PubChem, several laboratories
# aDG glyco act – increases alpha dystroglycan glycosylation; Pro5-aDG cells, alpha-DG glycosylation AlphaScreen (IIH6); 0% Pro5, 100% B10-LARGE cell signal; activation, % at 10 µM; actives 0.22% (n = 360,000);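 active means activation of at least 8% versus controls, or a plate z-score of at least 8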;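 further: Pro5 are CHO cells carrying HIG-tagged alpha-DG that lacks glycosylation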
# MC4R antag cAMP – human MC4R antagonism in cAMP assay | P32245 | MC4R-expressing cells, MTII-stimulated cAMP, LANCE TR-FRET | inhibition, % at 6.5 µM | actives 0.48% (n = 360,000);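 active means inhibition above its plate's cutoff, the mean of tested wells on that plate plus 3 SD, cut at about 29% in these data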;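 further: 0% = Melanotan II alone and 100% = Melanotan II plus saturating MCL0020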
#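 Assay system: U2OS cells stably expressing human melanocortin 4 receptor (MC4R) / Dosing: 6.5 µM / Timing: compound 30 min, challenge 1 h, detection 1 h / Measured by: Eu-cAMP/anti-cAMP TR-FRET, emission 671 nm / Replicates: singlicate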
# ABCB6 inh 2 – human ABCB6 transporter inhibition. fluorescence ratio to DMSO, % at 10 µM. K562-ABCB6 porphyrin accumulation, flow cytometry, 1 h; stronger effect = lower value. Q9NP58. actives 0.19% (n = 360,000);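 active means fluorescence ratio to DMSO below 75%, the collection mean minus 3 SD; inconclusive means too few cells collected in the well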;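 further: signal is porphyrin accumulated inside mitochondria; 100% equals median channel fluorescence of DMSO control wells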
# MC4R barr agon – agonists of human melanocortin 4 receptor (MC4R) beta-arrestin; activation, % at 8.9 µM; actives 0.98% (n = 360,000); U2OS MC4R beta-arrestin complementation, luminescence; percent of melanotan II response, DMSO zero; P32245;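 active means activation above a per-plate cutoff, the mean activation of sample wells on that plate plus 3 SD, cut at about 8% in these data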
# Vif imaging – inhibitors of HIV Vif; inhibition, % at 7.49 µM; actives 0.35% (n = 340,000); HEK293T cells, Vif self-association by quenched fluorescence, imaging, 24 h; in the data active means inhibition above about 50%, passing the limit was not always enough; inconclusive means no clear call, values can overlap the other calls; inactive means below about 31%; further: some results filed as inactive read as strong as hits
# Granule exo inh – lytic granule exocytosis inhibition | TALL-104 LAMP-1 surface exposure, flow cytometry; cells stimulated with thapsigargin and PMA | inhibition, % at 10 µM | actives 0.66% (n = 360,000);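 active means inhibition above about 55%, limit read from the data; inconclusive means no clear call, values can overlap the other calls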
# TLR9-MyD88 inh – blocks human TLR9 binding to MyD88. Q9NR96+Q99836. CHO BLA complementation TLR9-MyD88, CCF4 FRET ratio. inhibition, % at 4.98 µM. actives 0.21% (n = 340,000);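 active means inhibition above the mean over all tested compounds plus 3 SD, cut at about 21% in these data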;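 further: 0% = DMSO only wells and 100% = clavulanate BLA inhibitor control wells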
# NOD2-RIPK2 inh – inhibitors of human NOD2-RIPK2 interaction; O43353; CHO BLA complementation NOD2-RIPK2, CCF4 ratio; inhibition, % at 4.98 µM; actives 0.38% (n = 360,000); in the data active means inhibition above about 21%;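 further: 0% = vehicle only and 100% = reference blocker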
# ABHD5 PLIN5 PPI – inhibitors of human ABHD5-perilipin-5 interaction | actives 0.78% (n = 360,000) | inhibition, % at 4 µM | Split G. princeps luciferase complementation, luminescence, 4 h;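 active means inhibition above the mean inhibition across every tested compound plus 3 SD, cut at about 22% in these data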;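 further: 0% = DMSO only wells and the 100% control is not disclosed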
# Target sequence (Q00G26 whole entry, looked up): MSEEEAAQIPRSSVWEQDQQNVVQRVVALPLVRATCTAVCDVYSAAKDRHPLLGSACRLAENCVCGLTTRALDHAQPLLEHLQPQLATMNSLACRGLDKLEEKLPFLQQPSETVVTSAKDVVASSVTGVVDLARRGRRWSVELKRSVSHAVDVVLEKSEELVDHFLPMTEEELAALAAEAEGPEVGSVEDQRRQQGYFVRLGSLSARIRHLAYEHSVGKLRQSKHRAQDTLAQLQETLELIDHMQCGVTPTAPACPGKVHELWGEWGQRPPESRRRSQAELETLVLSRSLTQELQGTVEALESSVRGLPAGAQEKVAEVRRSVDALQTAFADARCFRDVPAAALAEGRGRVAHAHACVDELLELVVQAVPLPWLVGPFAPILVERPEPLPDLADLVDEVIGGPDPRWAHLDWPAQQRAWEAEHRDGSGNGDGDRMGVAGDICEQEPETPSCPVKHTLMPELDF
# Target sequence (Q8WTS1 whole entry, looked up): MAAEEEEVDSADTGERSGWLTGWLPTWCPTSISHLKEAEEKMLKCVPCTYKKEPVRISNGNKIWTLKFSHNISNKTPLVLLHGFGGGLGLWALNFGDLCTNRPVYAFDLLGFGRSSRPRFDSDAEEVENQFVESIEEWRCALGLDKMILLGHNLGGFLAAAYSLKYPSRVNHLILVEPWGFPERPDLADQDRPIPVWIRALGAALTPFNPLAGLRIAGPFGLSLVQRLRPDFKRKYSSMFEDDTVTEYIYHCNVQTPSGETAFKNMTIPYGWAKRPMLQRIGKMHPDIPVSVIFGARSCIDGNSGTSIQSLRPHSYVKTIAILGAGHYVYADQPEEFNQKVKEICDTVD
# N-glyco inh – blocks N-linked glycosylation in D54 reporter cells; D54 ERlucT glycosylation luciferase reporter, 24 h; percent of 100 nM tunicamycin response; reporter increase, % at 12.5 µM; actives 0.23% (n = 360,000); AID 588692;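 active means mean luciferase reporter signal, scaled so untreated is 0 and the glycosylation-blocking control 100, at or above a set limit in every replicate; inconclusive means mean reaches the limit but not every replicate does; inactive means mean below the limit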;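 further: luciferase carries N-glycosylation sites so blocking glycosylation raises the light; 0% = median of neutral control wells and 100% = median of 100 nM tunicamycin wells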
# * marks the source's active call; other numbers are inactive results; ? = inconclusive; . = no result given.
# Values run as follows: aDG glyco act	MC4R antag cAMP	ABCB6 inh 2	MC4R barr agon	Vif imaging	Granule exo inh	TLR9-MyD88 inh	NOD2-RIPK2 inh	ABHD5 PLIN5 PPI	N-glyco inh
- COc1ccc(NC(=O)C(c2cccc3ccccc23)n2c(=O)c(-c3ccco3)nc3ccccc32)cc1 (stereo not given)
    -0.7	.	.	.	.	3	.	2	26*	.
- COc1ccc(Cl)cc1-c1n[nH]c(=S)n1C1CCCCC1
    -0.4	7	95	0.3	1	0	-7	0	-4	-1
- Cc1cc(C(=O)NCC2CCCO2)sc1C (stereo not given)
    -0.3	4	101	0.0	-1	-5	-4	-5	3	1
- COc1ccc(CNC(=O)C(C)N2C(=O)NC(c3ccccc3)(c3ccccc3)C2=O)cc1 (stereo not given)
    0.2	10	96	-1.7	0	4	7	-7	-1	-2
- CCc1cc(=O)[nH]c(SCC(=O)NCc2ccc3c(c2)OCO3)n1
    0.0	0	94	-3.1	.	6	2	-5	4	-1
- COc1ccc(C(=O)C=Cc2ccc3c(c2)OCO3)cc1OC
    0.2	4	98	0.2	-1	-3	-8	-2	1	6
- COC(=O)c1cc2ccsc2n1Cc1ccccc1F
    -0.1	-4	99	-0.3	-2	-2	-2	-19	-7	1
- O=C(C1CCN(CCCc2ccccc2)CC1)N1CCCCC1
    0.1	0	98	3.3	5	-3	-2	11	-4	0
- Cc1ccn2cc(CC(=O)O)nc2c1
    1.2	4	102	1.1	-1	-3	-7	-7	2	0
- O=C(COC(=O)c1ccc(Cl)cc1)NCC1CCCCC1
    0.0	0	101	0.8	9	-10	-11	1	-4	0
- CCOc1ccccc1Nc1nc(-c2sc(NC(=O)c3ccco3)nc2C)cs1
    -0.2	12	97	-0.7	-11	-2	-2	-10	-6	-10
- O=C(Nc1ccc(F)cc1)c1oc2ccccc2c1NC(=O)C1CC1
    -0.4	5	90	-1.5	-10	-1	-3	-9	-1	3
- CSc1ncccc1C(=O)OCCCC(=O)c1ccc(F)cc1
    -0.1	-9	98	1.5	-3	7	0	-22	3	-1
- Cc1ccc(S(=O)(=O)NCc2c(Cl)cccc2Oc2ccccc2)cc1
    -0.1	3	105	3.1	-3	25	10	-2	4	-2
- CCOP(=O)(OCC)/C(=N/OC(=O)c1ccccc1C)C(N)=O
    -0.3	-5	100	-2.6	2	6	2	1	2	-2

# Values run as follows: aDG glyco act	MC4R antag cAMP	ABCB6 inh 2	MC4R barr agon	Vif imaging	Granule exo inh	TLR9-MyD88 inh	NOD2-RIPK2 inh	ABHD5 PLIN5 PPI	N-glyco inh
- COc1cc(NC(=O)c2ccc(Cl)cc2Cl)ccc1-c1cc2ccccc2oc1=O
    -0.3	11	103	5.2	24	0	2	-1	2	10
- S=C(Nc1ccccc1)N1CCn2c1nc1ccccc12
    0.2	-2	95	24*	3	-1	0	0	-5	3
- O=C(CCc1nc(-c2ccccc2)no1)NCC1CCCO1 (stereo not given)
    -0.1	-4	103	-0.9	-6	3	2	-7	-1	-1
- NC(CCc1ccccc1)c1csc(NC(=O)Nc2ccccc2Oc2ccccc2)n1 (stereo not given)
    -0.8	12	101	18*	-2	9	.	7	-3	-11
- O=C(Nc1ccc2oc(=O)ccc2c1)c1ccc(-c2ccc(Cl)cc2)o1
    -0.3	5	101	0.1	8	-1	-2	-6	10	1
- C=CCN(CC=C)S(=O)(=O)c1ccc(F)cc1
    -0.2	4	98	0.0	6	-2	-1	3	-2	0
- O=C(CCN1C(=O)c2ccccc2S1(=O)=O)N1CCN(c2ccccc2F)CC1
    -0.1	-2	95	-0.2	-4	-2	-1	4	-1	1
- C=CCOc1cccc(C2C(C(=O)c3ccc(C)o3)=C(O)C(=O)N2CCN(C)C)c1 (stereo not given)
    0.5	7	89	0.3	0	-1	-10	-15	3	3
- O=C(c1ccccc1)N(C(=O)c1ccccc1)c1ccccc1
    -0.4	10	98	0.0	0	-2	-13	-1	1	6
- O=C(Cc1ccccc1Cl)N/N=C/c1cccnc1
    0.0	-8	79	-4.6	-5	-1	-6	3	-2	1
- CCN(c1ccccc1)S(=O)(=O)c1nnc(NC(=O)c2ccco2)s1
    -0.3	2	101	-0.4	.	-3	0	-10	-2	0
- Cc1ccc(SCc2cc(=O)[nH]c(Nc3nc(C)c4ccc(C)cc4n3)n2)cc1
    -0.2	1	91	-0.5	1	0	6	0	1	1
- CC(OC(=O)CN1C(=O)C2CC=CCC2C1=O)C(=O)Nc1ccc(F)cc1Cl (stereo not given)
    -0.1	4	91	-0.9	-2	7	-7	-22	5	1
- Cc1ccc(SCC(=O)OCC(=O)NCCc2ccccc2)cc1
    0.5	5	97	0.1	?	1	-2	-4	-4	1
- CC(=O)c1ccc(OC(=O)N(c2ccccc2)c2ccccc2)cc1
    0.8	6	101	-1.4	-1	1	1	4	-2	-2

# With a hit mark in MC4R barr agon, of those listed so far:
# Values run as follows: aDG glyco act	MC4R antag cAMP	ABCB6 inh 2	MC4R barr agon	Vif imaging	Granule exo inh	TLR9-MyD88 inh	NOD2-RIPK2 inh	ABHD5 PLIN5 PPI	N-glyco inh
- S=C(Nc1ccccc1)N1CCn2c1nc1ccccc12
    0.2	-2	95	24*	3	-1	0	0	-5	3
- NC(CCc1ccccc1)c1csc(NC(=O)Nc2ccccc2Oc2ccccc2)n1 (stereo not given)
    -0.8	12	101	18*	-2	9	.	7	-3	-11

# Next section
# Values run as follows: aDG glyco act	MC4R antag cAMP	ABCB6 inh 2	MC4R barr agon	Vif imaging	Granule exo inh	TLR9-MyD88 inh	NOD2-RIPK2 inh	ABHD5 PLIN5 PPI	N-glyco inh
- Cc1ccc(S(=O)(=O)N(CC(=O)Nc2cccc(C)c2C)C(=O)N2CCN(C)CC2)cc1
    0.1	2	96	-4.1	13	-4	3	-3	-3	1
- Cc1nn(CC(=O)NC(=O)NC2CCCCC2C)c(=O)c(C#N)c1C (stereo not given)
    -0.1	10	96	-2.3	0	-2	-4	7	0	0
- CCNc1nc(Oc2c(Cl)cccc2Cl)cc(C(F)(F)F)n1
    -0.1	9	95	1.4	7	7	13	-3	-8	-1
- Cc1oc2ccc(O)cc2c1C(=O)c1ccc(Br)cc1
    -0.2	8	103	2.4	-11	-2	2	-7	-5	-5
- O=C(Nc1ccc(Cl)cc1F)c1ccc(COc2c(F)c(F)c(F)c(F)c2F)o1
    0.7	2	101	3.9	-4	-2	0	-14	1	1
- O=C(NCC(c1ccco1)N1CCCC1)c1cccc(S(=O)(=O)Nc2ccc(F)cc2)c1 (stereo not given)
    0.4	0	94	-4.0	5	4	-6	10	11	-2
- O=C(NCc1nc2ccccc2[nH]1)c1cccs1
    -0.1	3	98	-0.5	-2	10	-9	6	-1	0
- Cc1cc(OCC(=O)OCC(=O)NC2CCCCCC2)ccc1Cl
    -0.1	1	92	-1.9	0	-4	2	-3	2	0
- CCCCOc1ccc(N(CC(=O)NC2CCCCC2)C(=O)c2snc(C(N)=O)c2N)cc1
    -0.1	12	99	-2.4	19	-7	-3	2	-8	11
- Oc1ccc(CN2CCCCC2)nc1-c1ccccc1
    -0.3	2	99	-1.1	.	-4	7	10	-1	0
- O=C(Cn1c2[n+](c3ccc(C(F)(F)F)cc31)CCCCC2)c1cccc([N+](=O)[O-])c1
    0.1	7	98	-1.2	-2	4	0	-5	8	-1
- Oc1cccnc1Sc1cccc(C(F)(F)F)c1
    0.0	-2	94	0.6	-5	6	-3	-4	-3	0
- O=C(Cc1c(Sc2ccccc2)c2ccccc2n1Cc1ccccc1)NCCO
    0.2	7	101	-1.6	-21	3	-9	-3	8	-4
- CCOC(=O)c1cc2n(c1C)-c1ccccc1C2=O
    0.0	-10	91	-1.2	2	-1	-3	-2	2	2
- Cc1ccc(C)n1-c1ccc(C(=O)NN)s1
    -0.2	-12	94	-3.3	-4	6	2	0	-2	4

canonical_smiles	aDG glyco act	MC4R antag cAMP	ABCB6 inh 2	MC4R barr agon	Vif imaging	Granule exo inh	TLR9-MyD88 inh	NOD2-RIPK2 inh	ABHD5 PLIN5 PPI	N-glyco inh
C=CCn1c(=NC(=O)CN2C(=O)CCC2=O)sc2cc(S(N)(=O)=O)ccc21	-0.2	-9	87	1.4	-3	-2	-12	-9	8	4
CC(C)NC(=O)CCn1c(=S)oc2ccccc21	-0.3	3	131	-1.0	-1	-1	4	-2	-5	1
CCOC(=O)C1CCN(C(=O)COc2ccc(S(=O)(=O)N3CCCC3)cc2C)CC1	-0.4	2	89	-2.4	-1	-2	3	-12	-4	1
O=C(CNC(=O)c1ccco1)Nc1ccc(Cl)cc1	0.0	1	98	0.5	12	-10	-4	0	-1	2
COc1ccc(S(=O)(=O)N2CCCCC2)cc1NC(=O)CSc1ncccn1	1.5	-1	90	-0.8	2	13	-6	-2	11	-3
CCOC(=O)c1[nH]c2ccc(F)cc2c1NC(=O)CN1CCN(C/C=C/c2ccccc2)CC1	0.4	-10	106	1.3	27	55	-4	3	11	-5
CCCC(C(=O)NC1CCCC1)N(C(=O)c1snc(C(N)=O)c1N)c1ccc(OCC)cc1 (stereo not given)	0.1	-1	99	-1.0	7	17	9	-17	2	1
CC1Oc2ccccc2N(CC(=O)NCCc2ccccc2)C1=O (stereo not given)	0.1	7	98	0.8	-1	9	-6	3	-10	-3
Clc1ccc(-c2cn3cc(Br)ccc3n2)cc1Cl	0.9	-10	101	4.4	1	4	3	-4	3	-18
CCOc1cc(C2C(C#N)=C(N)OC(C)=C2C(C)=O)cc(Br)c1O (stereo not given)	0.4	-4	98	-0.5	6	3	-7	5	5	1
CC(=O)Nc1ccc(NC(=O)CSc2nnnn2-c2ccc3c(c2)OCCO3)cc1	-0.1	10	100	0.1	-6	-3	3	-2	5	0
Cc1ccc(-c2noc(CCC(=O)NC3CC3)n2)cc1	-0.1	2	96	-1.4	3	2	-4	-10	6	0
CCCCC1=CC2=C(c3ccco3)C(=O)C(C)(OC(=O)c3ccc(OC)cc3)C(=O)C2=CN1C(CO)CO (stereo not given)	-0.1	4	92	-1.8	1	-17	7	-3	0	-1

# Ordered by heavy-atom count (high to low): part of the list above
canonical_smiles	aDG glyco act	MC4R antag cAMP	ABCB6 inh 2	MC4R barr agon	Vif imaging	Granule exo inh	TLR9-MyD88 inh	NOD2-RIPK2 inh	ABHD5 PLIN5 PPI	N-glyco inh
CCOC(=O)c1[nH]c2ccc(F)cc2c1NC(=O)CN1CCN(C/C=C/c2ccccc2)CC1	0.4	-10	106	1.3	27	55	-4	3	11	-5
CCCC(C(=O)NC1CCCC1)N(C(=O)c1snc(C(N)=O)c1N)c1ccc(OCC)cc1 (stereo not given)	0.1	-1	99	-1.0	7	17	9	-17	2	1
CCOc1cc(C2C(C#N)=C(N)OC(C)=C2C(C)=O)cc(Br)c1O (stereo not given)	0.4	-4	98	-0.5	6	3	-7	5	5	1

# Only part of the results is shown; count on the stated rates, not on these rows.
